# CHOP inh: blocks CHOP induction under ER stress; CHO-K1 CHOP-promoter luciferase, tunicamycin-induced, 15-18 h; inhibition, % at 10 µM; hit rate 3.8% among 220,000;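 active means compounds that reduced the stress-induced luciferase reporter signal by more than about 70% of percent inhibition, limit read from the data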;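 further: 0% = tunicamycin plus vehicle and 100% = wells without tunicamycin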
# PPC-1+TRAIL kill: kills PPC-1 cancer cells in the presence of TRAIL; AID 1443; cell killing (% activity), % at 4 µM; hit rate 0.41% among 220,000; PPC-1 cells + TRAIL, ATPLite viability luminescence;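 active means cell killing above 50% in the first pass at 4 µM, then a duplicate retest at 5 µM averaging 50% or more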;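 further: plate controls were cells with TRAIL plus DMSO for no effect and medium-only wells lacking cells for full effect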
# EBV gp42 block: blocks Epstein-Barr virus glycoprotein 42 binding; Fluorescence polarization binding assay, mP read-out; inhibition, % (tested at 21.74 µM); hit rate 0.42% among 220,000; AID 1085; in the data active means inhibition above about 50%
# Target sequence (Q1HVG2 whole entry, looked up): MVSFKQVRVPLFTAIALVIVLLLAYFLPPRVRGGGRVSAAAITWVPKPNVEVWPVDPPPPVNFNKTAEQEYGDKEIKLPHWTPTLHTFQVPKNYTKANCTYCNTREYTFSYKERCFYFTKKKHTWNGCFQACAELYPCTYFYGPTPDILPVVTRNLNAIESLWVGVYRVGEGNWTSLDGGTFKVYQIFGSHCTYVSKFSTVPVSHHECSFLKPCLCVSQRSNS
# TRPML3 agonist: human mucolipin-3 channel agonism; Q8TDD5; activation, % at 3 µM; hit rate 0.29% among 220,000; HEK293 TRPML3-YFP, Fluo-8 calcium fluorescence; 100% = the carbachol control signal;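 active means activation above its plate's cutoff, the mean activation of the plate's test wells plus 3 SD, cut at about 12% in these data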;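 further: 0% = DMSO only wells and 100% = carbachol wells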
#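 system = HEK293 cells stably carrying human TRPML3-YFP | doses = one concentration, 3 µM nominal, 0.3% DMSO | timing = dye loading 1 h 37 °C then 30 min ambient, 125 s read | detection = Fluo-8 calcium dye fluorescence, ex 470-495, em 515-575 nm | benchmarks = high control carbachol 87 µM, low control DMSO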
# TNF death inh: TNF-alpha cell death inhibition in Jurkat FADD-/- cells. Jurkat FADD-/- TNF necroptosis rescue, ATP luminescence, 24 h; 0 = TNF only, 100 = no-TNF cells. activation (protection from cell death), % at 10 µM. hit rate 0.068% among 220,000. AID 463075;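 active means activation, meaning protection from cell death, of at least 50% relative to plate controls; inactive means activation below 50%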;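 further: necroptosis triggered by 40 ng/mL TNF-alpha added together with compound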
# Runt-SMMHC FRET: blocks binding of human RUNX1 Runt domain to CBFb-SMMHC | AID 1434 | inhibition, % at 20 µM | hit rate 0.74% among 220,000 | Q01196+Q13951 | Cerulean-Runt/Venus-CBFb-SMMHC FRET ratio 530/480, 1 h;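 active means mean inhibition across duplicate retests at 20 µM reaching about 50%, limit read from the data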;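 further: 0% = DMSO wells and 100% = wells with excess untagged CBFb-SMMHC; inhibitors lower the FRET ratio by blocking Runt binding to CBFb-SMMHC; some results filed as inactive read as strong as hits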
# Target sequence (Q01196 whole entry, looked up, the tested form may be a part): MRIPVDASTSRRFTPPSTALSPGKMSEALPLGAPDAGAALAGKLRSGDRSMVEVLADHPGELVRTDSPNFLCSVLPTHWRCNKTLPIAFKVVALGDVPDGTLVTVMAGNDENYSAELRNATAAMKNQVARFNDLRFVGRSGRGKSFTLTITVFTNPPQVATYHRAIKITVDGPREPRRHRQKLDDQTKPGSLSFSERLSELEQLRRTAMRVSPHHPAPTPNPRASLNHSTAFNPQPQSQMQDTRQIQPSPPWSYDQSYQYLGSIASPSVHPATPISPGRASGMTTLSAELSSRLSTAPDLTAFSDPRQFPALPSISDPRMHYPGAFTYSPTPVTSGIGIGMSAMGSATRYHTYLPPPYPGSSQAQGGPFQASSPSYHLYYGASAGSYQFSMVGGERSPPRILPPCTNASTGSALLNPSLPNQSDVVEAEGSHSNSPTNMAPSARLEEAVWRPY
# Target sequence (Q13951 whole entry, looked up, the tested form may be a part): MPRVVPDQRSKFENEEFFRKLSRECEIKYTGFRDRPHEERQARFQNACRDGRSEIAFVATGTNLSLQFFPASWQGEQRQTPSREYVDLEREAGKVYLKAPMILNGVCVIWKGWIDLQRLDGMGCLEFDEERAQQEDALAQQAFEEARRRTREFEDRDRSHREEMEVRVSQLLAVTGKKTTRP
# NCF1 inh: inhibitors of human p47phox binding | AID 1274 | p47phox/p22phox peptide binding, fluorescence polarization, 2 h | inhibition, % at 24.7 µM | hit rate 0.53% among 220,000;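 active means inhibition above about 30%, limit read from the data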;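 further: 0% = p47phox with labelled peptide and 100% = labelled peptide alone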
# TRPN1 ag: zebrafish TRPN1 (NompC) channel agonism | activation, % at 3 µM | HEK293 zebrafish TRPN1-YFP, Fluo-8 calcium fluorescence; 100% = response to 87 µM carbachol | AID 1424 | hit rate 0.18% among 220,000;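 active means activation above its plate's cutoff, the mean activation of test wells on that plate plus 3 SD, cut at about 19% in these data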;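 further: 0% = DMSO alone and 100% = 87 µM carbachol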
#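 Material – zebrafish TRPN1-YFP in HEK293 cells · Doses – 3 µM single point · Schedule – dye 1 h 37 °C plus 30 min RT · Signal – Fluo-8 calcium fluorescence, excitation 470-495 nm, emission 515-575 nm · Read-out – % activation versus carbachol response · Control set – carbachol high, DMSO low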
# MDM2 E3 inh: Mdm2 E3 ligase (human) inhibition; Q00987; signal enhancement, % at 5 µM; hit rate 0.11% among 210,000; cell-based MDM2 ubiquitination luciferase reporter, 2 h; 0 = plate control, 100 = twice control, blank-subtracted;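 active means signal enhancement of 30% or more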;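 further: luminescence tracks abundance of the self-degrading MDM2-luciferase fusion protein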
#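 Test system: mammalian cells stably expressing self-ubiquitinating, self-degrading MDM2 E3–luciferase fusion; Amount: 2000 cells in each well; Medium: DMEM; Schedule: 4 h settle plus 2 h compound, 37 °C; Technique: SteadyLite luciferase luminescence after 15 min room-temperature reagent incubation; Benchmarks: plate control and blank wells.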
# The depositor's hits bear a star; / = not tested or not shown.
SMILES,CHOP inh,PPC-1+TRAIL kill,EBV gp42 block,TRPML3 agonist,TNF death inh,Runt-SMMHC FRET,NCF1 inh,TRPN1 ag,MDM2 E3 inh
Cc1ccc(C(=O)N2CCC3(CC2)Oc2ccc(F)cc2C(=O)C32CC(c3cccnc3)=NO2)s1 (configuration not stated),-11,16,-11,/,2.4,-5,3,/,6
Nc1cc(=O)[nH]c(SCC(=O)NCC2CCCO2)n1 (configuration not stated),4,22,6,0.8,-1.6,2,-2,1.4,-6
O=C(N/N=C/c1ccco1)c1cc(=O)[nH]c2ccccc12,7,35,0,0.6,-0.2,0,-8,-0.7,3
O=c1[nH]c2ccccc2c(O)c1-c1ccccc1,-2,1,-16,/,1.4,-2,-1,/,-15
Cc1c(CN2CCCC(C(=O)c3cccc(OC(C)C)c3)C2)c(=O)n(-c2ccccc2)n1C (configuration not stated),18,-4,-4,0.2,1.2,4,-3,-2.5,-8
CCC(C)NC(=O)COC(=O)c1cc([N+](=O)[O-])ccc1Sc1nc(C)cs1 (configuration not stated),13,-1,-24,-0.1,1.8,3,0,-1.2,/
CCCc1nc(NCc2ccco2)c(C#N)c2c1COC(C)(C)C2,104*,-11,-2,0.5,1.0,1,-1,0.3,-8
CCOC(=O)c1[nH]c(C)c(C(=O)N2CCN(C(=O)c3ccco3)CC2)c1C,15,6,-15,-0.4,-1.4,2,-9,0.1,1
O=C1CC(NCC2CCCO2)C(=O)N1c1ccc(Cl)cc1 (configuration not stated),4,4,-10,0.9,0.1,1,-4,-0.4,-3
CCOc1ccc(N2Cc3ncccc3C2=O)cc1,-4,21,-7,-0.5,-0.9,-4,-8,-0.5,-6
COc1cc(NC(=O)N2CCOCC2)cc(OC)c1,2,-12,-2,1.6,1.0,3,-8,0.5,2
CC(=O)NNc1ncnc2c1cnn2-c1ccc(C)c(C)c1,-10,-6,-3,1.1,1.3,5,1,0.6,-21
c1csc(-c2nc3ccccn3c2NC2CCCCC2)c1,44,1,-14,0.4,0.9,2,-6,1.1,-6
Cc1ccc(OCC(=O)NCc2ccco2)c([N+](=O)[O-])n1,7,14,-15,1.1,-0.1,-2,-14,0.4,-37
COc1cc(C2NC(=S)NC(c3ccccc3)=C2C(C)=O)ccc1O (configuration not stated),20,-24,-3,1.0,-2.6,3,-3,1.0,-6
COc1cccc(N(C(=O)c2ccco2)c2nc(-c3sc(NC(=O)c4ccco4)nc3C)cs2)c1,11,-12,-22,0.2,-7.1,-1,-37,-0.1,-12
Nc1nonc1C(=O)OCC(=O)N1CCOCC1,10,9,-19,0.5,0.1,0,3,-1.1,0
Cc1nn(-c2ccccc2)c(NC(=O)c2cccs2)c(-c2ccccc2Cl)c1=O,-8,16,-4,1.1,0.5,4,4,0.3,-2
O=C(O)c1cc(C2CC2)nn1-c1ccccc1,27,-12,1,0.3,-1.2,1,-13,-0.1,-4
Cc1cc(N2CCCCC2C)nc(-c2ccccc2O)n1 (configuration not stated),19,17,-9,-0.9,1.7,3,-9,-0.2,-2
CC(C)(C#N)C(C)(C)c1nn[nH]n1,51,17,-10,0.8,-0.3,-1,8,0.1,-15
O=C(CN1C(=O)CSc2ccc(C(F)(F)F)cc21)Nc1ccccc1,8,-3,5,3.9,-1.3,-1,-7,7.2,-9
CCOC(=O)c1[nH]c(C)c(/C=N/O)c1C,19,-14,4,0.6,-2.6,3,-8,0.6,-22
COc1ccc(S(=O)(=O)N(C)CC(=O)Nc2ccc(C)cc2)cc1OC,6,5,7,0.0,1.9,-1,-9,1.1,-11
COc1cc2cc(C(c3nnnn3C(C)(C)C)N3CCc4ccccc4C3)c(=O)[nH]c2cc1OC (configuration not stated),22,10,-10,0.7,-8.1,-32,-5,1.6,11
CCCc1nc(NCC2CCCO2)c2nnn(Cc3ccccc3)c2n1 (configuration not stated),10,8,-15,-0.7,-1.8,-4,-8,-0.5,5
CCOC(=O)CSc1nnc(-c2ccc3ncccc3c2)n1C,9,2,-14,0.7,-0.1,2,-9,0.4,-8
COc1ccc(CCCc2nnc(SCC(=O)Nc3ncc(C)s3)o2)cc1,32,4,-14,-0.2,0.0,1,-13,-0.1,-3
CCOc1cccc2cc(C(=O)NCc3cccnc3)c(=O)oc12,6,15,-17,0.4,-1.1,-7,1,0.1,1
Cc1cc(C)cc(OCC(=O)OCC(=O)NCCC2=CCCCC2)c1,11,10,-6,0.4,0.3,-4,-1,0.4,11
COc1ccc(C(=O)Nc2cccc(S(C)(=O)=O)c2)cc1,-1,-9,-8,0.8,-0.5,5,-7,0.3,-8
Cc1cc(C)n(-c2ncc(C#N)cn2)n1,0,36,6,0.9,1.7,-10,-5,1.1,-16
COc1cc2c(cc1NC(=O)c1ccco1)CCCC2,2,13,-6,-0.8,-0.1,-3,-6,-2.1,-4
Cc1ccc(NC(=O)c2cc(=O)c3ccccc3o2)c(C)c1,15,17,-5,-0.4,0.5,3,-9,-0.3,-11
CCCOc1ccc(Cn2c(=O)oc3ccc(C)cc32)cc1OC,1,-2,-2,0.8,-1.0,-1,-4,-1.1,/
CN(C)c1ccnc(Oc2ccc(C(C)(C)C)cc2)c1C#N,-4,-15,-6,-0.8,-0.5,-3,-2,-1.5,-1
CCC(CC)NC(=O)CCc1nc2ccccc2c(=O)[nH]1,17,4,-14,0.6,-0.1,2,-17,7.9,/
Cc1ccc2[nH]cc(CCNC(=O)c3ccc([N+](=O)[O-])cc3)c2c1,25,16,-12,-0.2,-2.5,0,-3,-0.5,-7
O=C(NNc1ccccn1)c1ccc(Cl)nc1,-9,0,-7,0.5,1.2,4,-14,2.8,0
COCCNC(=O)c1ccccc1NC(=O)c1cc(OC)cc(OC)c1,14,12,-21,0.5,0.7,5,-2,-0.4,3

# Some entries already given, limited to TRPN1 ag and TNF death inh:
mol,TRPN1 ag,TNF death inh
O=C(CN1C(=O)CSc2ccc(C(F)(F)F)cc21)Nc1ccccc1,7.2,-1.3
CCOC(=O)c1[nH]c(C)c(/C=N/O)c1C,0.6,-2.6

# An excerpt from the list above, for reference:
SMILES,CHOP inh,PPC-1+TRAIL kill,EBV gp42 block,TRPML3 agonist,TNF death inh,Runt-SMMHC FRET,NCF1 inh,TRPN1 ag,MDM2 E3 inh
CN(C)c1ccnc(Oc2ccc(C(C)(C)C)cc2)c1C#N,-4,-15,-6,-0.8,-0.5,-3,-2,-1.5,-1
CCC(CC)NC(=O)CCc1nc2ccccc2c(=O)[nH]1,17,4,-14,0.6,-0.1,2,-17,7.9,/
Cc1ccc2[nH]cc(CCNC(=O)c3ccc([N+](=O)[O-])cc3)c2c1,25,16,-12,-0.2,-2.5,0,-3,-0.5,-7
O=C(NNc1ccccn1)c1ccc(Cl)nc1,-9,0,-7,0.5,1.2,4,-14,2.8,0
COCCNC(=O)c1ccccc1NC(=O)c1cc(OC)cc(OC)c1,14,12,-21,0.5,0.7,5,-2,-0.4,3

# Copied from the list.
# Reading of `COc1ccc(C(=O)Nc2cccc(S(C)(=O)=O)c2)cc1` in EBV gp42 block: -8
# Reading of `Cc1ccc(NC(=O)c2cc(=O)c3ccccc3o2)c(C)c1` in TRPN1 ag: -0.3
# Reading of `COc1cc2c(cc1NC(=O)c1ccco1)CCCC2` in TRPN1 ag: -2.1

# Other compounds.
SMILES,CHOP inh,PPC-1+TRAIL kill,EBV gp42 block,TRPML3 agonist,TNF death inh,Runt-SMMHC FRET,NCF1 inh,TRPN1 ag,MDM2 E3 inh
CCCn1c(=N)n(CC(=O)OCC)c2ccccc21,13,6,-17,0.6,-3.3,-7,6,0.9,-9
COc1cccc(NC(=O)CSc2nnc(Cn3nnc4ccccc43)n2C)c1,-10,24,-15,0.3,-0.9,-4,4,-0.8,/
CC1=CC(C)(C)Nc2ccc(OC(=O)CN3C(=O)c4cccc5cccc(c45)C3=O)cc21,-47,14,-10,-1.2,-25,-12,6,-2.8,-7
O=S(=O)(c1ccccc1)N1N=C(c2cccs2)CC1c1ccc(F)cc1 (configuration not stated),32,17,-13,-1.1,-7.3,-10,-99,-2.1,-9
Cc1cccc(NS(=O)(=O)c2ccc(NC(=O)CN(c3cc([N+](=O)[O-])ccc3C)S(C)(=O)=O)cc2)c1,21,14,-1,0.7,-6.0,4,-55,0.6,-93
CCCCN(C(=O)c1cc(=O)[nH]c2ccccc12)c1c(N)n(CCC)c(=O)[nH]c1=O,1,2,-15,1.0,-0.2,1,-14,0.6,4
c1ccc(N(c2ccccc2)c2nc(-n3ccnc3)nc(-n3ccnc3)n2)cc1,15,1,3,1.7,-2.0,-15,7,2.5,-6
COc1ccc(O)c(/C=C(\C#N)C(=O)Nc2cccnc2)c1,7,10,-2,1.6,-9.0,58,-8,2.4,-7
O=C(N/N=C/c1c(O)n(Cc2ccco2)c(=O)[nH]c1=O)c1ccccc1,-31,3,-21,0.7,0.0,0,-13,0.8,2
C/C(=C\c1ccccc1)CN(C)CCN(C)C,2,2,9,1.0,2.2,1,-6,1.1,-6
CCOC(=O)c1c(NC(=O)/C=C\C(=O)O)sc(C)c1-c1ccccc1,3,9,-11,0.9,-0.7,-1,-7,-1.2,-9
O=C(Nc1ccc(Cl)cc1)Nc1ccccc1NS(=O)(=O)c1cccs1,-11,5,12,3.0,1.5,6,-19,5.0,-4
COCCCNC(=O)c1c(F)c(F)c(F)c(F)c1F,9,-3,-3,1.1,2.2,-2,-8,2.1,-9
Cc1cc(NC(=O)CS(=O)(=O)c2cn(Cc3ccc(F)cc3)c3ccccc23)no1,34,8,-7,-0.6,-5.1,4,2,0.8,-9
Oc1ccc2ccccc2c1CNc1cnc2ccccc2c1,87*,20,16,0.1,-11,12,-9,0.1,-1
Cc1ccc(NC(=O)C(C)c2ccc([N+](=O)[O-])cc2)cc1Cl (configuration not stated),44,16,11,1.0,4.8,1,10,5.6,-13
N/C(=N\OC(=O)c1ccco1)c1ccc(Cl)cc1,-14,3,-29,0.9,-0.5,-6,-3,0.7,-6
CC1=CC(C)(C)N(C(=O)Nc2ccccc2)c2ccccc21,2,/,-14,-0.3,2.1,-7,2,2.0,-24

# Bioassay records as filed in PubChem BioAssay.
